ANO1 activ – activators or potentiators of mouse TMEM16A chloride channel; AID 623877; actives 0.3% (n = 340,000); HEK293 TMEM16A/YFP-H148Q/I152L, iodide quench fluorescence; stronger effect = lower value; B-score at 10 µM; Q8BHY3;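 active = fluorescence-ratio B-score plate-corrected deviation score at least 3 library SD below zero, with starting fluorescence score within 5 deviations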;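 also: channel opened by trigger with iodide after compound preincubation; score built on the fluorescence ratio of max minus min over baseline; more negative score means more quench and so TMEM16A activation or potentiation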
KCNK3 block – human KCNK3 channel inhibition, primary screen; O14649; actives 0.84% (n = 340,000); CHO-KCNK3 thallium flux, FluxOR fluorescence; stronger effect = lower value; B-score at 10 µM;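 active = B-score under library mean minus 4 SD, starting fluorescence ratio at most library mean plus 5 SD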;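 also: more negative B-score means stronger inhibition of thallium flux through KCNK3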
Target sequence (O14649 whole entry, looked up): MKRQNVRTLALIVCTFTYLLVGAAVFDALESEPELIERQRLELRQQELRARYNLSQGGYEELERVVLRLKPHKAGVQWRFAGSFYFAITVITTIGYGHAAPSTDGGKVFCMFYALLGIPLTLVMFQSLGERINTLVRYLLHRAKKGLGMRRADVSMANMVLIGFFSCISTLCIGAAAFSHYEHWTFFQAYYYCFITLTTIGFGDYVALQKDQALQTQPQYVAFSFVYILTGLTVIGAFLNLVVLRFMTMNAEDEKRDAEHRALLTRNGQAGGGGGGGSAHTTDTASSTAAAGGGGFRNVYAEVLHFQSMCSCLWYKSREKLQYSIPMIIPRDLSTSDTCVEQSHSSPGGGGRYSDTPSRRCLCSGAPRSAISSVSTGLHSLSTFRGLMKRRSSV
DYRK1A inh – blocks rat Dyrk1A kinase activity; Q63470; actives 0.43% (n = 310,000); inhibition, % at 12.5 µM; ADP-Glo luminescence, NFATc1 peptide; AID 504441; in the data active = inhibition above about 50%;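 also: plate controls were vehicle with enzyme for no effect and no enzyme for full effect; many of its hits are not listed in these tables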
* = called active by the depositor; i = inactive. These rows are one share of the data; rates above refer to the full screens.

Under each structure – ANO1 activ | KCNK3 block | DYRK1A inh
[1] Cc1ccc(S(=O)(=O)N(C)C)cc1NC(=O)C1CCN(C(=O)Nc2ccccc2)CC1
  i | i | 2
[2] CCN(CC)CCNC(=O)c1cc(S(C)(=O)=O)ccc1OC
  i | i | -3
[3] NC(=O)C1CCN(C(=O)c2ccc(NS(=O)(=O)c3ccc(Br)s3)cc2)CC1
  i | i | 6
[4] CC(=O)NC(CC(=O)Nc1cccc(S(=O)(=O)N2CCOCC2)c1)c1ccccc1 (stereo not given)
  i | i | 19
[5] Cc1ccc(S(=O)(=O)N2CCN(C(=O)COC(=O)CCOc3cc(C)ccc3C)CC2)c(C)c1
  i | i | -2
[6] O=C(c1cn(-c2ccccc2)nc1-c1cccnc1)N1CCN(S(=O)(=O)c2ccc(Cl)cc2)CC1
  i | i | -5
[7] CC1CCN(C(=O)c2ccccc2NC(=O)c2cccc(S(=O)(=O)N3CCOCC3)c2)CC1
  i | i | 10
[8] Cc1cn(C2CCCO2)c(=O)nc1N (stereo not given)
  i | i | -2
[9] COc1ccc(S(=O)(=O)N2CCCCC2)cc1NC(=O)c1ccc(OC)c(OC)c1
  i | i | -3
[10] O=C(CCCCCCCC(=O)N1CCCCCC1)N1CCCCCC1
  i | i | -2
[11] O=C(c1ccc(F)cc1)C1CCN(C(=O)c2ccc(Cl)cc2)CC1
  i | i | -8
[12] O=S(=O)(Nc1cccc(CCc2ccccn2)c1)c1ccc2ccccc2c1
  i | i | 0
[13] N#CC(=C(O)COC(=O)CCC1CCCCC1)c1nc2ccccc2[nH]1
  i | i | -3
[14] COCCCn1c(C)cc(C(=O)COC(=O)C23CC4CC(CC(O)(C4)C2)C3)c1C
  i | i | -13
[15] CCN(Cc1nc2cc(Cl)ccc2c(=O)[nH]1)C(=O)CN1C(=O)NC2(CCCCC2C)C1=O (stereo not given)
  i | i | 0
[16] Cc1ccc2nc(N3CCN(C(=O)c4ccccc4F)CC3)c(C#N)cc2c1
  i | i | 5
[17] O=C(Nc1cccc(Cl)c1)OCCOCCOC(=O)Nc1cccc(Cl)c1
  i | i | 4
[18] CSC1=Nc2sc3c(c2C2=NCCN12)CC(C)(C)OC3
  i | i | -6
[19] COc1cc2c(cc1OC)[C@@H](NC(=O)CCC1CCCCC1)[C@H](O)C2
  i | i | -1
[20] Nc1c(Cl)cc2c(c1Br)Cc1ccccc1-2
  i | i | 6
[21] Cc1ccc(C(=O)NNC(=O)c2ccc(S(=O)(=O)N(C)c3ccccc3)cc2)cc1
  i | i | 12
[22] CCOC(=O)N1CCN(C(=O)C2CCN(C(=O)c3ccccc3C)CC2)CC1
  i | i | 10
[23] COc1ccc2sc(-c3ccccc3OC)c(-c3ccc(OCCN4CCOCC4)cc3)c2c1
  i | i | 0
[24] CCCN(CC(=O)Nc1ccccc1C)C(=O)C1CCN(S(=O)(=O)c2ccc3c(c2)OCCO3)CC1
  i | i | -3
[25] O=c1[nH][nH]c2c(N=Cc3ccccc3O)ccc(F)c12
  i | i | 58*
[26] C=C1c2cccc(OC)c2O[C@H](C(=O)OCC)[C@@H]1CC(CC)CCCC (stereo not given in full)
  i | i | 2
[27] CC(=O)Nc1ccc2c(c1)Cc1c(F)cccc1-2
  i | i | 0
[28] Cc1ccc(C)c(NC(=O)CSc2nc(N)c(NC(=O)c3cccs3)c(=O)[nH]2)c1
  i | i | 2
[29] CC(C)(C)c1ccc(C(=O)NC(=O)COC(=O)c2ccco2)cc1
  i | i | -1
[30] O=C(Oc1ccc(Br)cc1)C1CCN(C2=NS(=O)(=O)c3ccccc32)CC1
  i | i | 8
[31] CCCc1nnc(NC(=O)c2oc3ccccc3c2COCC)s1
  i | i | -2
[32] CC(=O)c1ccc(S(=O)(=O)N(C)CC(=O)Nc2cc(C)on2)cc1
  i | i | -4
[33] O=C(CCCCn1ccc(=O)[nH]c1=O)Nc1ccc(O)c(C(=O)O)c1
  i | i | -3
[34] O=C(COC(=O)/C=C/c1ccccc1)NC(=O)NCc1ccccc1
  i | i | -4
[35] Cc1ccc(S(=O)(=O)SC/C=C/CSS(=O)(=O)c2ccc(C)cc2)cc1
  i | i | 9
[36] O=C1CN(S(=O)(=O)c2ccccc2Cl)CCN1
  i | i | 3
[37] O=[N+]([O-])c1ccc(O)c(C=NNc2ccc(S(=O)(=O)O)cc2)c1
  i | i | 73*
[38] CC(=O)Nc1ccc2c(c1)Cc1cc(N3C(=O)C=CC3=O)ccc1-2
  i | i | 0
[39] O=C1CCC[C@@H]2Cc3nc4cc5c(cc4cc3[C@@H]3CCN1[C@H]23)OCO5
  i | i | -1
[40] CC(C)c1ccc(S(=O)(=O)N2CCN(C(C)C(=O)NC3CCCC3)CC2)cc1 (stereo not given)
  i | i | 2
[41] Cc1ccc2nc(COC(=O)CNC(=O)c3ccccc3)cn2c1
  i | i | 10
[42] CCOC(=O)c1c(NC(=O)COC(=O)CCNS(=O)(=O)c2ccccc2)sc(C(=O)N(C)C)c1C
  i | i | -10
[43] CCc1cc(C(=O)N2CCN(C(=O)c3ccccc3)CC2)sc1C
  i | i | -2
[44] COc1cc(C2c3[nH]c4ccccc4c3CC3COC(=O)N32)cc(OC)c1O (stereo not given)
  i | i | -3
[45] COc1ccc(NC(=O)CCC(=O)c2ccc(F)cc2)cc1
  i | i | 9

Compound profiles, from the list above. Screens in order: ANO1 activ	KCNK3 block	DYRK1A inh
O=C1CN(S(=O)(=O)c2ccccc2Cl)CCN1 is listed with i	i	3
O=C(CCCCn1ccc(=O)[nH]c1=O)Nc1ccc(O)c(C(=O)O)c1 is listed with i	i	-3

(more compounds)
Under each structure – ANO1 activ | KCNK3 block | DYRK1A inh
[46] O=C(CN1CCN(CC(=O)c2ccccc2)CC1)c1ccccc1
  i | i | -2
[47] CC(=O)c1ccc(OCC(=O)NCCC2=CCCCC2)cc1
  i | i | 1
[48] O=C(COc1ncnc2sccc12)NC1CCCCC1
  i | i | 1
[49] O=C(Cc1ccc2c(c1)OCCO2)Nc1cc(Cl)ccc1N1CCOCC1
  i | i | -10
[50] CC(C)NC1(C#N)CCN(Cc2ccccc2)CC1
  i | i | -2
[51] C=CS(=O)(=O)N(Cc1ccccc1Br)[C@H](CO)Cc1ccccc1
  i | i | 1
[52] Cc1ccc(NC(=O)CSCC(=O)N(C)CC(=O)Nc2ccccc2C(F)(F)F)cc1
  i | i | 0
[53] COc1cc2oc(=O)cc(-c3ccc(-c4ccc(C)cc4)cc3)c2c(OC)c1OC
  i | i | -1
[54] Cn1c(C(=O)N2CCCC2)cc2c(=O)n(C)c3ccccc3c21
  i | i | 75*
[55] c1ccc(CCNCc2cccs2)nc1
  i | i | -2
[56] COc1ccc2[nH]c3c(c2c1)CCN1C(=O)C(CC(=O)NCCCn2ccnc2)C[C@H](C(=O)N2CCOCC2)[C@@]31C (stereo not given in full)
  i | i | -2
[57] Cc1ccc(S(=O)(=O)N2CCCCC2)cc1NC(=O)Cn1cc(C(F)(F)F)ccc1=O
  i | i | -3
[58] CC(C)CN(C(=O)CSc1ccc2c(c1)OCCO2)c1c(N)n(CC(C)C)c(=O)[nH]c1=O
  i | i | -1
[59] COc1ccc(C(C)(C)C)cc1S(=O)(=O)NCC1CCCO1 (stereo not given)
  i | i | 2
[60] CC(=O)NC1CC2CCCC(C1)N2C(=O)Nc1ccccc1C (stereo not given)
  i | i | -13
[61] CC(C)CN(CC(C)C)c1nn[nH]n1
  i | i | -3
[62] CC(=O)c1ccc(NC(=O)c2ccc(-n3cnnn3)cc2)cc1
  i | i | 24
[63] O=C(COC(=O)CCNS(=O)(=O)c1ccc(Cl)cc1)Nc1ccccc1OC(F)F
  i | i | 12
[64] CCOC(=O)C1=CN(Cc2ccco2)S(=O)(=O)NC1c1ccc(Br)cc1F (stereo not given)
  i | i | 0
[65] O=C(CN1CCOCC1)N1CCOCC1
  i | i | -2
[66] CC12CCC=CC1=C(C=O)C1C2CCC2(C)C(O)CCC12 (stereo not given)
  i | i | 0
[67] CC(C)Sc1ncnc2[nH]ncc12
  i | i | 7
[68] COc1ccc(CCNC(=O)c2ccc(NC(=O)CC3SC(N4CCCCC4)=NC3=O)cc2)cc1 (stereo not given)
  i | i | -3
[69] COc1ccccc1NS(=O)(=O)c1ccc(C)c(C(=O)Nc2ccc(S(=O)(=O)Nc3onc(C)c3C)cc2)c1
  i | i | 1
[70] CC(C)[C@H]1COCCS(=O)(=O)N1Cc1ccccc1-c1cccc2c1oc1ccccc12
  i | i | -3
[71] CC(C)c1ccc(C2(C)NC(=O)N(C(C)C(=O)Nc3ccc(N4CCOCC4)cc3)C2=O)cc1 (stereo not given)
  i | i | -3
[72] CC(C)Nc1ncnc2[nH]ncc12
  i | i | 6
[73] C=CCc1cc(C=Nc2ccc(N3CCOCC3)cc2)cc(OCC)c1O
  i | i | 7
[74] CN(C)c1ccc(C=C2C=CC=C2)cc1
  i | i | -3
[75] O=C(CCNC(=O)OCC1c2ccccc2-c2ccccc21)NOCc1ccccc1
  i | i | -1

Quoted at random: two entries already listed
Under each structure – ANO1 activ | KCNK3 block | DYRK1A inh
[75] O=C(CCNC(=O)OCC1c2ccccc2-c2ccccc21)NOCc1ccccc1
  i | i | -1
[66] CC12CCC=CC1=C(C=O)C1C2CCC2(C)C(O)CCC12 (stereo not given)
  i | i | 0

New compounds follow
Under each structure – ANO1 activ | KCNK3 block | DYRK1A inh
[76] O=C1NC(=S)S/C1=C\c1cc(Cl)cc(Cl)c1O
  i | i | 47
[77] CCC(C)NS(=O)(=O)c1ccc(NC(=O)CNCc2cccs2)cc1 (stereo not given)
  i | i | 0
[78] C#CCOCCOCCOCCNc1nc(N2CCN(C(=O)[C@H]([C@@H](C)CC)n3cc(CCC(=O)O)nn3)CC2)nc(N2CCN(C(=O)[C@H](CCCCN)n3cc(CCC(=O)O)nn3)CC2)n1
  i | i | 5
[79] NC(=O)c1ccc(NC(=O)CNc2cc(S(=O)(=O)N3CCOCC3)ccc2N2CCCC2)cc1
  i | i | -5
[80] CC(C)Oc1ccc(S(=O)(=O)N2CCOCC2)cc1NC(=O)c1nn(C)c(=O)c2ccccc12
  i | i | -1
[81] C#CCOCCOCCOCCNc1nc(N2CCN(C(=O)[C@H](Cc3cc4ccccc4[nH]3)n3cc([C@@H](N)Cc4ccc(O)cc4)nn3)CC2)nc(N2CCN(C(=O)[C@H](Cc3cc4ccccc4[nH]3)n3cc([C@@H](N)CC(C)C)nn3)CC2)n1
  i | i | -2
[82] Cc1cc(C)cc(C(=O)N2CCCCC2)c1
  i | i | 5
[83] O=C(CC1SC(N2CCOCC2)=NC1=O)Nc1ccc(Cl)cc1 (stereo not given)
  i | i | 10
[84] COc1ccccc1CN(C)CC(=O)Nc1cccc(S(=O)(=O)N2CCCCC2)c1
  i | i | 10
[85] Cc1cc(C)nc(NN=CC2=C(N3CCOCC3)/C(=C/c3ccc(Cl)cc3)CC2)n1
  i | i | 0
[86] O=C(CC(=O)c1ccccn1)c1ccccc1
  i | i | 0
[87] CC(CCC(=O)NN)C1CCC2C3CCC4CC(O)CCC4(C)C3CCC12C (stereo not given)
  i | i | -1
[88] COc1ccc(C(c2c(NC(=O)c3ccco3)sc(C)c2C)N2CCOCC2)cc1OC (stereo not given)
  i | -9.7* | -1
[89] C=CCn1c(=O)/c(=C/c2ccsc2)s/c1=C(\C#N)C(=O)NCCN1CCOCC1
  i | i | -6
[90] CCCCn1c(N)c(N(C(=O)CSc2nnnn2-c2ccc(C)cc2)C2CCCC2)c(=O)[nH]c1=O
  i | i | 7
[91] CC1(C)CN=C(c2ccccc2)NC1
  i | i | 7
[92] CC(=O)c1cccc(NC(=O)COC(=O)Cc2ccc(Cl)cc2)c1
  i | i | -3
[93] CC12CCC(=O)C=C1CCC1C2CCC2(C)C1CC1C3C(=O)N(Cc4ccccc4)C(=O)C3CC(=O)C12 (stereo not given)
  i | i | -3
[94] CCCCc1nc2sc3c(=O)[nH]c(=S)[nH]c3c2c2c1CCC2
  i | i | -8
[95] C[C@@H](N)C(=O)N[C@H]1CCC2C3CC=C4C[C@@H](O)CC[C@]4(C)C3CC[C@@]21C (stereo not given in full)
  i | i | 0
[96] COC(=O)C1=C(C)NC(C)=C(C(=O)OC)C1C(=O)OCc1nnc(-c2ccccc2Cl)o1
  i | i | 2
[97] CCCCN(C(=O)c1ccc2c(c1)S(=O)(=O)N=C1CCCCCN12)c1c(N)n(CC(C)C)c(=O)[nH]c1=O
  i | i | 8
[98] Cc1nn2c(=O)cc(COC(=O)c3c(F)cccc3Cl)nc2s1
  i | i | 3
[99] CCOc1ccc(C=NNc2ccc(S(=O)(=O)Nc3ccccc3C(=O)O)cc2[N+](=O)[O-])cc1OC
  i | i | -2
[100] CC(=NNc1ccc2ccccc2n1)c1ccccc1O
  i | i | 16
[101] CC(C)(C)C(=O)Nc1ccc(C(=O)COC(=O)C2=COCCO2)cc1
  i | i | -2
[102] Cc1c(N=C2C=C(Br)C(=O)C(Br)=C2)c(=O)n(-c2ccccc2)n1C
  i | i | -4
[103] CS(=O)(=O)c1cccc(C(=O)OCC(=O)c2ccc3c(c2)OCCO3)c1
  i | i | -3
[104] CCN(CC(=O)Nc1ccc(NC(C)=O)cc1)C(=O)/C=C/c1c(C)nn(-c2ccc(F)cc2)c1Cl
  i | i | 0
[105] O=C(OCC1COC(c2ccccc2)(c2ccccc2)O1)c1ccccc1 (stereo not given)
  i | i | -2
[106] CN(CC(=O)Nc1ccccc1Br)C(=O)c1ccccc1OCc1ccc(Cl)cc1
  i | i | 0
[107] c1coc(-c2nc3ccccc3s2)c1
  i | i | -2

Molecules from the list above with a nitro group on carbon, in the order listed:
Under each structure – ANO1 activ | KCNK3 block | DYRK1A inh
[37] O=[N+]([O-])c1ccc(O)c(C=NNc2ccc(S(=O)(=O)O)cc2)c1
  i | i | 73*
[99] CCOc1ccc(C=NNc2ccc(S(=O)(=O)Nc3ccccc3C(=O)O)cc2[N+](=O)[O-])cc1OC
  i | i | -2

Assay outcomes: PubChem, several laboratories
